FBW7 activator: FBW7 E3 ligase activators, primary screen, biochemical, AlphaScreen, human | F-box/WD repeat-containing protein 7 (Homo sapiens), Q969H0 | AlphaScreen FBW7–phospho-cyclin E peptide binding, activator screen | normalized activity (activation), % at 26.1 µM | actives 0.13% (n = 650,000) | AID 1259310, 2017; in the data active means normalized activity above about 1.9%;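 further: purified mutant Fbw7 with reduced substrate affinity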
Target sequence (Q969H0 whole entry, looked up): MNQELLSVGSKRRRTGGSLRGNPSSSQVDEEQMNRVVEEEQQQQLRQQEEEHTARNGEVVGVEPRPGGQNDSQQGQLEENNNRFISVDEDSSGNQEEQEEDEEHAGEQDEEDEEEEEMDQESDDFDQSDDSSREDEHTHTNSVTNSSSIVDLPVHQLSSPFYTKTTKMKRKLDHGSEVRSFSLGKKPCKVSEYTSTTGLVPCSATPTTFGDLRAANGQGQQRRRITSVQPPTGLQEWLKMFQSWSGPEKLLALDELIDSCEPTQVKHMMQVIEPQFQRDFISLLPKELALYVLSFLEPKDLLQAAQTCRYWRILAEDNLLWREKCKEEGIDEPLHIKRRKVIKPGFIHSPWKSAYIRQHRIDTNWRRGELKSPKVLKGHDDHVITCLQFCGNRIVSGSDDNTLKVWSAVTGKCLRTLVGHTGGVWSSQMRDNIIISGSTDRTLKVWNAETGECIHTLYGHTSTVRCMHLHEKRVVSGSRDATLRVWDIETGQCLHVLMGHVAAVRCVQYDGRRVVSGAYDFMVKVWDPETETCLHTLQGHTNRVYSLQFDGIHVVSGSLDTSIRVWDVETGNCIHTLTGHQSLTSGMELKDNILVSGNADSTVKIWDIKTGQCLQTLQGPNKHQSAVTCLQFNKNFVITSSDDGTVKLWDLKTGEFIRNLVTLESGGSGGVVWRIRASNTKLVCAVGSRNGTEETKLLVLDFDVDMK
MITF primary: MITF inhibitors, primary screen, biochemical, AlphaScreen, human; Microphthalmia-associated transcription factor (Homo sapiens), O75030; AlphaScreen MITF homodimerization, bead proximity signal; inhibition, % at 2.6 µM; actives 0.91% (n = 650,000); in the data active means inhibition above about 50%;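 further: 0% = vehicle wells with protein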
TEAD-YAP block: TEAD-YAP interaction inhibition, primary screen, TEAD-YAP interaction inhibitor project, luminescence, HEK-TIYL cells; TEAD-Gal4/YAP UAS-luciferase luminescence; actives 1.4% (n = 640,000); inhibition, % at 9.12 µM; in the data active means inhibition above about 32%;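 further: 0% = median of test compound wells and 100% = reference inhibitor wells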
GPR151 activ: activators of human GPR151, primary screen, cell-based, PathHunter beta-arrestin, luminescence; G-protein coupled receptor 151 (Homo sapiens), Q8TDV0; PathHunter beta-arrestin GPR151 cells; activation, % at 11.2 µM; actives 1% (n = 650,000); AID 1508602, 2020; in the data active means activation above about 4.9%;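 further: 0% = median of compound wells and 100% = cells with positive control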
The depositor's hits bear a star; & = joins results of further samples.

Molecule	FBW7 activator	MITF primary	TEAD-YAP block	GPR151 activ
CCCCN1C(=O)C(O)(CC(=O)Cc2ccccc2)c2cc(Br)ccc21 (stereo not drawn)	-0.1	-3	18	-1.1
Cc1ccn2c(c1)nc(-c1cccc([N+](=O)[O-])c1)[n+]2[O-]	0.2	16	-23	0.7
O=S(=O)(c1ccc(F)cc1)N1CCN(Cc2cc(Br)ccc2O)CC1	-0.1	37	6	2.0
COc1ccc(NC(=O)CSc2nc3[nH]ncc3c(=O)n2-c2cccc(Cl)c2C)c(OC)c1	-0.1	1	7	2.2
Cc1cc(NC(=O)COC(=O)c2ccc(OCc3ccccc3)cc2)no1	-0.1	1	1	0.3
Cc1cc2cc(C3C(C#N)=C(N)OC4=C3C(=O)CC(C)(C)C4)c(=O)[nH]c2cc1C (stereo not drawn)	0.1	29	3	2.2
C=CCOc1ccc(/C=c2\sc3n(c2=O)C(c2ccc(OCC)c(OCC)c2)C(C(=O)OCC)=C(C)N=3)cc1OC (stereo not drawn)	-0.1	5	-9	0.9
CC(C)=CCC/C(C)=C/CC/C(C)=C/CC/C(C)=C/C(=O)O	0.2	17	2	-2.3
CCOC(=O)C1(CCSC)NC(c2cccc(C)c2)C2C(=O)N(C)C(=O)C21 (stereo not drawn)	-0.2	3	-9	-0.3
Cc1ccnc(NS(=O)(=O)c2ccc(N3C(=O)c4ccc(C(=O)O)cc4C3=O)cc2)n1	0.0	-3	-5	2.2
Cc1ccc2c(c1)c1c(n2CCC(N)=O)C(=O)CCC1	0.0	13	6	0.7
COc1ccc(C2=N/C(=C\c3cccc(Br)c3)C(=O)O2)cc1OC	-0.1	-3	3	-1.5
COC(=O)c1ccc(NC(=O)/C(=C/c2cccc([N+](=O)[O-])c2)NC(=O)c2ccc(F)cc2Cl)cc1	0.0	-20	-2	-0.9
CC(=O)N(Cc1ccco1)C1CC(=O)N(c2ccc(F)cc2)C1=O (stereo not drawn)	0.1	7	5	-1.9
Cc1ccc(CNC(=O)c2cc(Sc3ccc(F)cc3)nc3ccccc23)cc1	-0.1	-3	-6	-1.5
CSc1ccc(-c2nc(Nc3c(Cl)cccc3Cl)sc2-c2ccccc2)cc1	0.2	8	1	-0.8
COc1cc(=O)[nH]c(=O)n1CC(=O)Nc1ccc(S(N)(=O)=O)cc1	-0.1	-5	15	1.1
Cc1cc(-c2nnc(CCC(=O)NC(C)c3cccc4ccccc34)o2)c(C)o1 (stereo not drawn)	-0.1	3	10	-0.9
CN(C)CCNC(=O)c1c[nH]c2ccccc12	0.1	-8	-11	-0.5
COc1cccc(CCNC(=O)c2cn3cc(-c4cn[nH]c4)ccc3n2)c1	-0.1	20	-13	0.0
CCCCCCNC(=O)C(C)NC(=O)OCc1ccccc1 (stereo not drawn)	-0.2	-2	0	-0.2
COc1cc(C2C(C(=O)N3CCOCC3)=C(C)NC3=C2C(=O)CC(C)(C)C3)cc(Cl)c1O (stereo not drawn)	0.5	8	10	1.7
Brc1cnc(NC2CCCCC2)nc1	-0.1	3	-6	8.0*
O=C(NC1CCCC1)C1CCN(C(=O)c2ccc(-c3ccccc3)cc2)CC1	-0.1	3	2	1.4
O=C(Nc1ccc2nn(-c3cccc4ccccc34)nc2c1)c1ccc(Cl)c([N+](=O)[O-])c1	0.1	8	10	0.0
COc1ccc(-c2cnc(SCC(=O)Nc3ccc(Cl)cc3)n2C)cc1	-0.1	12	8	1.5
CCOC(=O)C1=C(c2ccccc2)N=c2s/c(=C\c3ccc(-c4ccc(C)c(Cl)c4)o3)c(=O)n2C1c1ccc2c(c1)OCO2 (stereo not drawn)	-0.2	8	0	0.8
Cc1ccc(NN2C(=O)C=CC2=O)cc1	0.1	-25	-8	-1.5
CCOC(=O)c1ccc(CN(Cc2ccncc2)S(=O)(=O)c2ccc(Cl)cc2)cc1	0.0	2	-6	0.8
COc1ccc(-c2oc3ncn(CC(C)C)c(=N)c3c2-c2ccc(OC)cc2)cc1	0.7	2	-6	-1.4
COc1ccc(-c2noc(N3CCCC(C(=O)NC4CCCc5ccccc54)C3)n2)cc1 (stereo not drawn)	0.0	-3	7	5.6*
O=C(Nc1ccccc1C(F)(F)F)c1ccccc1N1C(=O)C2CC=CCC2C1=O (stereo not drawn)	1.3	5	4	0.4
Cc1ccc(Nc2ncnc3c2c(-c2ccccc2)cn3-c2ccccc2)cc1	0.0	9	4	1.6
O=C(NCc1cccc(F)c1)N[C@H]1C[C@H]2C(=O)N3CCC[C@@H]3C(=O)N2C1	0.2	4	-7	-0.5
CCOc1ccc(NC(=O)C2CC(=O)N(Cc3ccc(OC)cc3)C(=Nc3ccccc3)S2)cc1 (stereo not drawn)	-0.1	7	-16	-0.3
O=C(CNC(=O)c1cccc(F)c1)N/N=C/C=C/c1ccccc1	-0.2	-5	2	0.5
Nc1ccc(C(=O)Nc2ccco2)cc1	0.1	11	-32	0.6
CCN(Cc1cc2ccccc2[nH]c1=O)S(=O)(=O)c1ccc(C)cc1	0.0	10	-7	-0.2
CC1CCN(CNC(=O)c2ccccc2)CC1	-0.2	0	-6	0.2
CCN(CC)C(=O)C1CCCN(Cc2cc(C)c(OC)cc2C)C1 (stereo not drawn)	0.0	13	-5	-1.4
Cc1ccc(-c2cc(-c3ccc(F)cc3)nc(N)c2C#N)o1	0.0	-11	-2	0.2
Cc1ccc2oc(/N=C(\N)NC(=O)c3ccccc3)nc2c1	0.1&0.2	9&9	-36&-34	-1.3&0.4
O=C(Nc1ccc2c(c1)OCO2)c1ccc(NS(=O)(=O)c2ccccc2)cc1	-0.1	-5	-1	-0.7
COc1ccc(S(=O)(=O)NC2CCCCC2)c2ccccc12	0.4	12	-3	-0.3
O=C(CSc1ncccn1)NCC1CCC2(CCN(Cc3ccccc3)CC2)O1 (stereo not drawn)	0.2	2	5	1.6
COc1cccc(CNC(=O)c2ccc(NS(=O)(=O)c3c(C)noc3C)cc2)c1	-0.2	-5	1	0.4
CSc1ccc(/C=C(\NC(=O)c2ccccc2F)C(=O)N2CC3CC(C2)c2cccc(=O)n2C3)cc1 (stereo not drawn)	0.1	25	7	0.1
COc1ccccc1C(=O)Nc1nnc(/C=C/c2ccccc2)s1	0.0	13	2	-2.0
CCC1CCCCN1C(=S)NC(=O)c1ccccc1 (stereo not drawn)	-0.1	0	6	3.0
COC(=O)c1c(NC(=O)c2c(-c3ccccc3Cl)noc2C)sc2c1C(C(=O)OC)CC2 (stereo not drawn)	0.0	31	-14	1.1
O=C(COc1ccc(Cl)cc1Cl)Nc1ccc(Cl)cc1	0.1	-7	-72	1.6
COC(=O)COc1ccc(S(=O)(=O)N2CCN(c3ccc(F)cc3)CC2)cc1	-0.1	8	0	-0.7
Cc1ccc2nc(NC(=O)CSc3nn4c(=O)c(C)nnc4s3)sc2c1	-0.1	-9	-7	1.4
Cc1ccc(N(CC(=O)NCC2CCCO2)S(=O)(=O)c2ccc(F)cc2)cc1 (stereo not drawn)	0.0	-1	-10	0.5
CC(C)C(NS(C)(=O)=O)c1nnc2n1CCN(Cc1ccccn1)CC2 (stereo not drawn)	0.0	6	8	-0.7
C[C@@H]1NC(=O)[C@H]2CN(Cc3cn(C)nc3-c3ccccc3)CCN2C1=O	0.6	22	4	-1.0
COc1cc2cc3c(N)c(C(=O)NCc4ccccc4)sc3nc2cc1OC	-0.2	-12	3	0.5
COc1ccc(S(=O)(=O)N2CCCC2CNC(=O)c2cccc(F)c2)cc1 (stereo not drawn)	0.0	8	-3	-0.6
Cc1noc(NS(=O)(=O)c2ccc(Nc3ncnc(N)c3[N+](=O)[O-])cc2)c1C	0.0	6	-4	1.1
COc1ccccc1C1C(C(=O)OCC(C)C)=C(C)NC2=C1C(=O)CC(c1ccccc1)C2 (stereo not drawn)	0.2	-11	4	-0.7

Quoted at random: 7 entries already listed, in no set order.
Molecule	FBW7 activator	MITF primary	TEAD-YAP block	GPR151 activ
O=C(Nc1ccc2c(c1)OCO2)c1ccc(NS(=O)(=O)c2ccccc2)cc1	-0.1	-5	-1	-0.7
CC(C)C(NS(C)(=O)=O)c1nnc2n1CCN(Cc1ccccn1)CC2 (stereo not drawn)	0.0	6	8	-0.7
O=C(COc1ccc(Cl)cc1Cl)Nc1ccc(Cl)cc1	0.1	-7	-72	1.6
Cc1ccc(N(CC(=O)NCC2CCCO2)S(=O)(=O)c2ccc(F)cc2)cc1 (stereo not drawn)	0.0	-1	-10	0.5
Cc1ccc2nc(NC(=O)CSc3nn4c(=O)c(C)nnc4s3)sc2c1	-0.1	-9	-7	1.4
COc1ccccc1C(=O)Nc1nnc(/C=C/c2ccccc2)s1	0.0	13	2	-2.0
C[C@@H]1NC(=O)[C@H]2CN(Cc3cn(C)nc3-c3ccccc3)CCN2C1=O	0.6	22	4	-1.0

(list continues)
Under each structure: FBW7 activator, MITF primary, TEAD-YAP block, GPR151 activ
CCCCC(=O)Nc1cccc(NC(=S)NC(=O)C(C)C)c1
  0.0, 19, 11, 1.8
CCOc1ccc(-c2csc(NC(=O)CN3C(=O)CCC3=O)n2)cc1
  -0.1, -1, -13, 0.5
CCc1ccccc1NC(=O)C/C(C)=N\NC(=O)c1ccccc1Br
  0.1, -4, -16, 1.5
C=CCSc1nc2sc3c(c2c(=O)n1-c1ccc(C)cc1)CC(C)(CC)OC3 (stereo not drawn)
  -0.1, 4, -3, 0.4
C=CCN(CC(N)=O)S(=O)(=O)c1ccccc1C(F)(F)F
  -0.1, -9, -4, 2.8
Cc1cccc(C(=O)N2CCc3c([nH]c4ccccc34)C2)c1
  0.2, 14, 0, -0.8
Cc1noc(NS(=O)(=O)c2ccc(NC(=O)COc3ccc(Br)cc3Br)cc2)c1C
  0.1, 20, 2, 2.0
N#CCNC(=O)c1cc(-c2ccccc2)nc2ccccc12
  -0.1, -16, 6, 0.2
CC(=O)NC1=NC(=O)/C(=C\c2ccccc2F)S1
  0.0, 6, -8, -1.8
NNc1nc(-c2ccccc2Cl)nc2ccccc12
  0.2, 10, 12, -0.6
Cc1cc(Br)ccc1Nc1nc(-c2ccccc2Cl)nc2ccccc12
  0.7, 1, 7, 0.5
COC(=O)CN(c1cc(C)ccc1C)S(=O)(=O)c1ccccc1
  0.6, -7, -1, -1.6
CC1Oc2nc3ccccc3cc2CN(Cc2cccs2)C1=O (stereo not drawn)
  -0.1, 5, 11, -0.3
CCOC(=O)C1=C(C)Nc2ncnn2C1c1ccc(F)cc1 (stereo not drawn)
  0.0, -10, -3, -1.8
CN1CCN(C(=O)c2nn3c(C(F)(F)F)cc(-c4ccc(Br)cc4)nc3c2Br)CC1
  0.3, 16, 17, -1.6
O=C(CN1C(=O)CCSc2ccccc21)NCc1ccccn1
  0.1, 9, 5, -1.4
CN(C)c1ccc(/C=C(\C(N)=O)c2nc3ccccc3[nH]2)cc1
  0.1, -7, 83*, -3.1
COc1ccc(Br)cc1/C=C/C(=O)Nc1ccccc1OC
  0.8, 6, 2, 1.4
COc1ccc(NC(=O)C(Cc2ccccc2)N2C(=O)C3C4C=CC(C4)C3C2=O)cc1 (stereo not drawn)
  0.8, 12, 7, -0.2
Cc1cc(C)nc(SCC(=O)c2ccc(C(C)C)cc2)n1
  0.6, 18, 0, 0.3
COc1ccccc1C1CC(=O)NC2=C1C(=O)CC(c1ccc(F)cc1)C2 (stereo not drawn)
  0.5, 22, 1, -1.7
Cc1ncc(CO)c(/C=N/N=C/c2ccccc2F)c1O
  -0.2, -1, 3, 2.0
Cc1ccc(CCNC(=O)C2CCN(C(=O)N(C)C)CC2)cc1
  -0.1, 3, -3, 0.9
Cc1occc1-c1nnc(SCC(=O)NC2CCCCC2C)n1Cc1ccco1 (stereo not drawn)
  0.0, 15, -4, 0.9
COc1ccc(C2CC(=O)C3=C(C2)Nc2ccccc2NC3c2ccccc2Br)cc1 (stereo not drawn)
  0.0, -3, -19, -1.0
Cc1cc(C)c2c(n1)sc1c3c(c(=O)[nH]c12)C(c1cccnc1)C(C#N)=C(N)O3 (stereo not drawn)
  -0.2, -1, -2, -0.1
COCCn1c(SCc2cccc(Cl)c2)nnc1-c1cn(C)nc1OC
  0.0, -3, 1, 1.0
CCN1CCN(CCCOc2ccccc2-c2ccccc2)CC1
  0.0, 60*, 11, 1.2
O=C(Nc1cc(Cl)ccc1C(=O)O)c1ccc2c(c1)C(=O)N(c1ccccc1-c1ccccc1)C2=O
  0.0, 18, -1, 1.2
COc1ccc(C(=O)/C=C/c2ccc(-c3ccccc3)o2)cc1
  -0.2, 0, 11, 3.0
CC(CCc1ccccc1)NC(=O)c1ccc(S(=O)(=O)N(C)C)cc1 (stereo not drawn)
  0.1, -1, -1, 1.0
N#CC1=C(N)OC2=C(C(=O)CCC2)C1c1ccc(OC(=O)c2ccccc2)cc1 (stereo not drawn)
  -0.2, 0, -6, -0.2
Fc1cccc(-c2nc3cc(N4CCOCC4)c(N4CCOCC4)cc3[nH]2)c1
  0.1, -2, 6, -0.5
